NPY1 pot ag – NPY-Y1 receptor potentiators or agonists, primary screen, cell-based; NPY-Y1 expressing cells, potentiator/agonist activation; AID 1304, 2008; activation, % at 3.6 µM; actives 0.37% (n = 220,000); Neuropeptide Y receptor type 1 (Homo sapiens), P25929; in the data active means activation above about 33%, passing the limit was not always enough;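 further: cells stimulated with NPY at EC10 then isoproterenol at EC100; 0% = low agonist plus stimulus and 100% = saturating agonist plus stimulus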
S1P4 ag – S1P4 receptor agonists, primary screen, cell-based | Sphingosine 1-phosphate receptor 4 (Homo sapiens), O95977 | S1P4-expressing cell line, agonist reporter assay | activation, % at 4.98 µM | actives 0.35% (n = 220,000); in the data active means activation above about 11%;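 further: 0% = DMSO vehicle and 100% = reference agonist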
TRPML3 ag – human TRPML3 channel agonists, primary screen, cell-based, HEK293 TRPML3-YFP, Fluo-8 calcium fluorescence, 3 µM; 100% = the carbachol control signal; activation, % at 3 µM; actives 0.29% (n = 220,000);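 active means activation above its plate's cutoff, the mean activation of the plate's test wells plus 3 SD, cut at about 12% in these data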;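 further: 0% = DMSO only wells and 100% = carbachol wells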
Target sequence (Q8TDD5 whole entry, looked up): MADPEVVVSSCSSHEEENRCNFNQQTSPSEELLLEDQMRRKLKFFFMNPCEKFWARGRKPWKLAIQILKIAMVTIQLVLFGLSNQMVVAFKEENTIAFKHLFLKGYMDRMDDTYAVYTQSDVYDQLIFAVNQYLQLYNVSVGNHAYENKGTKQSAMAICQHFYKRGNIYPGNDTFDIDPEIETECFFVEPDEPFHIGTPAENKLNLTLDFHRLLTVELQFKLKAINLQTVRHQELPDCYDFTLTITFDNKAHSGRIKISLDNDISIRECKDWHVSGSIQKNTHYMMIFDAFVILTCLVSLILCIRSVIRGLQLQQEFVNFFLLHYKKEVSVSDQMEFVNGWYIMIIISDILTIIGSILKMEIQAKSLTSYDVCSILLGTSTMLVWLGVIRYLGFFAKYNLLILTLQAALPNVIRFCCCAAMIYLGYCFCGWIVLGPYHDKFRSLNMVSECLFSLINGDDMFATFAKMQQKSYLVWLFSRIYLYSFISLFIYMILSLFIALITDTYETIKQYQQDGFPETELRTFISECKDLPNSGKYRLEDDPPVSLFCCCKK
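Material: HEK293 cells stably carrying human TRPML3-YFP; compound dosing: single dose, 3 µM final nominal compound, 0.3% DMSO final; incubation: 1-h 37 °C dye load, 5-s basal, 120-s post-compound reads; technique: Fluo-8 intracellular calcium fluorescence, excitation 470-495 nm, emission 515-575 nm; read-out basis: percent activation from peak-to-basal fluorescence ratio, scaled between DMSO and carbachol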
CHOP inhibitor – inhibitors of CHOP promoter induction, primary screen, cell-based, unfolded protein response, luciferase reporter; CHO-K1 CHOP-promoter luciferase, tunicamycin-induced, 15-18 h; inhibition, % at 10 µM; actives 3.8% (n = 220,000); AID 2732, 2010;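 active means compounds that reduced the stress-induced luciferase reporter signal by more than about 70% of percent inhibition, limit read from the data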;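 further: 0% = tunicamycin plus vehicle and 100% = wells without tunicamycin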
NPY-Y1 antag – NPY-Y1 receptor antagonists, primary screen, cell-based | actives 1% (n = 200,000) | HEK293-CNG Y1 cells, membrane potential fluorescence; NPY at EC95, then isoproterenol | inhibition, % at 3.6 µM;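 active means inhibition above the campaign mean inhibition of all tested compounds plus 3 SD, cut at about 20% in these data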;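 further: 0% = DMSO wells given NPY plus isoproterenol and 100% = isoproterenol alone without NPY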
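material = HEK293 cells with Y1 receptor plus CNG channel | also added = NPY 25 nM then isoproterenol 1 µM plus Ro 20-1724 25 µM | schedule = dye 3 h, compound 60 min room temperature, stimulation 45 min | measured by = membrane potential fluorescence | benchmarks = high control isoproterenol alone, low control NPY with isoproterenol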
S1P4 antagonist – S1P4 receptor antagonists, primary screen, cell-based | Sphingosine 1-phosphate receptor 4 (Homo sapiens), O95977 | S1P4-expressing cells, antagonist mode, reporter read-out | inhibition, % at 4.98 µM | actives 0.26% (n = 220,000) | AID 1510, 2009; in the data active means inhibition above about 29%;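 further: 0% = wells stimulated with agonist and 100% = vehicle wells without agonist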
NPY2 pot ag – NPY-Y2 potentiators or agonists, primary screen, cell-based; Neuropeptide Y receptor type 2 (Homo sapiens), P49146; cells expressing NPY-Y2, potentiator/agonist read-out; activation, % at 3.6 µM; actives 0.45% (n = 220,000); in the data active means activation above about 27%;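 further: cells stimulated with NPY near EC25 plus isoproterenol at EC100; 0% = vehicle plus submaximal agonist and 100% = vehicle plus saturating agonist; some results beyond the cut were filed as inactive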
TRPN1 ag – zebrafish TRPN1 channel agonists, primary screen, cell-based, HEK293, calcium fluorescence. transient receptor potential cation channel N1 (TRPN1/NompC), Danio rerio. HEK293 zebrafish TRPN1-YFP, Fluo-8 calcium fluorescence; 100% = response to 87 µM carbachol. activation, % at 3 µM. actives 0.18% (n = 220,000). AID 1424, 2008;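 active means activation above its plate's cutoff, the mean activation of test wells on that plate plus 3 SD, cut at about 19% in these data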;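 further: 0% = DMSO alone and 100% = 87 µM carbachol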
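Assay system: Zebrafish TRPN1-YFP in HEK293 cells | Incubation: Dye loading 1 h at 37 °C, then 30 min room temperature | Measured by: Kinetic Fluo-8 fluorescence, ex 470-495, em 515-575 nm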
EP2 mod – EP2 receptor modulators, cAMP readout, primary screen, cell-based, HTRF cAMP, PGE2 stimulation; Prostaglandin E2 receptor EP2 subtype (Homo sapiens), P43116; EP2-expressing cells, cAMP HTRF FRET, PGE2 co-stimulation; induction, % at 25 µM; actives 0.83% (n = 260,000); AID 940, 2007;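 active means compounds whose cAMP rise, as percent of the full-agonist control response, exceeds 60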;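 further: rat C6 glioma line stably carrying human EP2 under a CMV promoter; the protocol text gives 20 µM as final concentration; 100% = response of wells given 1 µM PGE2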
Target sequence (P43116 whole entry, looked up): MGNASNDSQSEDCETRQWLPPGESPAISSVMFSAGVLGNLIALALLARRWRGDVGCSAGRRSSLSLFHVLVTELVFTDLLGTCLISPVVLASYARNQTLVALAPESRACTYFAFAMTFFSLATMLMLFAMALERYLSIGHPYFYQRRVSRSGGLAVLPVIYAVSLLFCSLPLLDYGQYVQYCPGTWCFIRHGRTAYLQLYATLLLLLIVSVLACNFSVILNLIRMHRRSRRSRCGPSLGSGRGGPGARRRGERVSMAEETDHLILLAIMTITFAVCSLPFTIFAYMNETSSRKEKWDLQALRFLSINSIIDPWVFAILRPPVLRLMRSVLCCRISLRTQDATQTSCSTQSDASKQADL
* marks the source's active call; other numbers are inactive results; x = no result given.

SMILES	NPY1 pot ag	S1P4 ag	TRPML3 ag	CHOP inhibitor	NPY-Y1 antag	S1P4 antagonist	NPY2 pot ag	TRPN1 ag	EP2 mod
CCNC(=S)N(Cc1ccc(OC)cc1)C1CC(=O)N(c2ccc(OCC)cc2)C1=O (stereo not given)	21	1.4	0.3	73*	-6	-13	7	1.5	-10
Cc1ccnc(N2C(=O)c3ccccc3C2Nc2ccccc2Cl)c1 (stereo not given)	-10	-0.3	0.2	-14	4	7	3	-2.4	48
O=C(CCc1nc(-c2ccccc2F)no1)NCc1ccco1	16	0.1	0.2	39	5	-2	19	0.1	3
COc1ccccc1NC(=S)NNC(=O)c1ccccc1Br	5	0.0	0.6	7	2	-16	-5	-0.6	-8
N/C(Cn1cncn1)=N\OC(=O)c1ccc(Cl)cc1	7	-0.7	1.4	1	2	-3	17	1.3	0
O=C(CCc1ccc(S(=O)(=O)N2CCOCC2)cc1)Nc1nccs1	-9	-2.0	0.6	-1	-5	-6	-10	2.8	-8
CC(C)[C@H]1CN(C)CCN1Cc1cn(C)nc1-c1cccc(Cl)c1	-12	-0.7	0.9	13	14	-4	-6	1.6	6
COC(=O)NNC(=O)COc1cc(C)c(Br)cc1C(C)C	8	0.1	-0.3	6	3	-8	9	-0.4	4
COc1ccc(-n2nc(C(=O)Nc3ccc(OC)c(OC)c3)c3c4ccccc4n(C)c3c2=O)cc1	9	-0.7	0.7	72*	5	0	-5	-0.4	14
Cc1cc(C)c2cccc(N)c2n1	1	1.7	0.1	3	6	-2	-10	-0.3	-22
FC(F)(F)c1nnc2sc(-c3ccncc3)nn12	-2	0.3	1.5	6	-1	-2	-3	0.3	17
CCOC(=O)N1CCc2c(sc3nc[nH]c(=O)c23)C1	10	0.1	-0.2	12	x	-13	3	-1.2	10
Cc1cc(C[n+]2cc(Br)ccc2N)c2ncccc2c1	18	0.0	-0.3	-25	x	24	-23	0.6	9
CSc1nc2nc3c(c(=O)n2[nH]1)CCC3	-12	-0.3	0.4	-9	-4	3	-8	-0.2	17
CS(=O)(=O)N(CC(=O)N1CCN(c2cccc(Cl)c2)CC1)c1cccc(F)c1	-16	-0.7	0.4	-4	-6	-11	1	1.4	-16
CCNC(=S)N1CCCC(c2nc3ccc(C)cc3[nH]2)C1 (stereo not given)	-5	-0.3	-0.5	32	-1	-16	-6	-0.4	-18
O=C(c1cc2nc(-c3ccco3)cc(C(F)(F)F)n2n1)N1CCN(c2ccccc2)CC1	1	1.7	1.2	22	-1	-7	-12	-0.4	2
CC(C)=C1C2CCC1C(C(=O)NCc1ccccc1)C2C(=O)O (stereo not given)	-1	-2.4	18*	82*	1	14	4	1.2	15
CCc1ccc(-c2nc(CSCC(=O)NCc3ccco3)c(C)o2)cc1	-3	1.2	-0.1	102*	21*	1	-8	-0.3	2
CSc1ccc(C(=O)C2CCCN(C(=O)c3cc4cc(F)ccc4[nH]3)C2)cc1 (stereo not given)	4	0.6	0.2	4	14	-12	-2	0.5	-28
c1ccc(-c2ccc(C3=Nn4c(Cn5nnc6ccccc65)nnc4SC3)cc2)cc1	-28	1.0	0.3	17	5	-16	-43	-1.2	2
O=C(Cn1c(=O)oc2ccccc21)N1CCOCC1	14	1.2	0.1	-3	8	8	-1	1.4	3
O=C(/C=C/c1ccc(F)cc1)NC(=S)N1CCN(c2ccccn2)CC1	7	0.1	0.3	8	x	18	-27	-1.6	-47
Cc1cc(N2CCOCC2)n2nc(C)c(-c3ccccc3)c2n1	-15	0.9	0.1	-20	1	-16	0	-1.1	44
COC(=O)CC1SC(=O)NC1=O (stereo not given)	-13	-0.2	0.5	-23	3	12	-22	0.3	12
CCCCn1c(O)c(C(CC)=Nc2ccc3c(c2)CCC3)c(=O)[nH]c1=O	-29	0.5	-0.8	-14	4	-2	-19	0.9	-10
O=C(O)c1cccc(NC(=S)NCc2ccccc2)c1	-2	1.9	-0.5	-25	7	-1	-3	0.7	-14
Cc1ccc(NC(=O)CCC(=O)NNC(=O)/C=C/C(=O)O)c(C)c1	-12	-1.3	0.2	2	1	-4	9	-1.6	2
Cc1ccccc1-n1c(SCC(=O)N2CCN(c3ccccc3)CC2)nnc1-c1ccncc1	-21	-0.2	0.5	33	1	-4	-10	1.8	14
COc1cc(C)c(Cc2cnc(N)nc2N)cc1OC	7	1.5	0.9	17	-4	2	-3	-0.3	x
Cn1cc([N+](=O)[O-])c(C(=O)Nc2ccc(-c3nc4ccccc4o3)cc2)n1	32	1.0	2.3	-19	x	13	14	7.1	-10
Cn1ncc(Cl)c1C(=O)N1CCOCC1	12	0.8	0.7	2	3	-6	8	1.5	15
COC(=O)C1=C(C)N(C)C(=O)NC1c1ccc(O)c(Cl)c1 (stereo not given)	-1	1.3	0.7	-2	0	-22	0	0.4	7
CCOc1ccc(CNC(=O)c2ccc(Sc3ccc(Cl)cc3)c(NC(C)=O)c2)cc1	-70	-0.4	0.6	40	41*	-12	-35	-1.9	-23
Cn1cccc1CC(=O)N/N=C/C=C/c1ccco1	11	0.7	0.1	-3	-4	-1	6	1.0	22
CC(C)(C)c1cc(C(=O)Nc2ccc(F)cc2)n(Cc2ccc(F)cc2)n1	-8	-0.3	-0.3	45	x	11	-54	0.4	-3
O=C(O)C1CCN(C(=O)c2scc3c2OCCO3)CC1	8	0.5	-0.1	38	-3	-5	-5	0.9	38
NS(=O)(=O)c1cc(C(=O)OCC(=O)NC2CC2)ccc1Cl	-16	1.6	1.0	10	1	18	-5	2.0	4
O=C(N/N=C/c1ccc(-c2cccc([N+](=O)[O-])c2)o1)c1cccs1	13	0.8	0.5	44	0	-3	-3	0.1	-13
COC(=O)c1ccc(COC(=O)C23CC4CC(CC(O)(C4)C2)C3)o1	-3	2.2	0.0	45	-3	-22	4	-0.5	-2
Cc1ccc2[nH]c(O)c(N=NC(=O)c3ccc(NS(=O)(=O)c4cccs4)cc3)c2c1	-2	0.2	0.4	4	x	-4	0	-0.1	-18
COC(=O)COc1cccc(/C=N/NC(=O)CCSc2ccccc2)c1	23	1.1	0.8	6	-4	-13	-1	0.5	-65
COc1ccc(Cl)cc1NC(=S)Nc1cccnc1	-4	-1.5	0.8	4	6	-6	1	-0.1	-36
COc1ccc(NC(=S)N2CCc3ccccc3C2)cc1OC	2	1.8	0.2	7	5	6	8	-0.3	-11
CCOc1ccc(NC(=O)CCC(=O)OC)cc1	19	-0.1	0.6	18	4	-34	12	1.7	-5
COc1ccccc1N(CC(=O)NCCSc1ccccc1)S(C)(=O)=O	10	0.3	-0.1	7	2	-4	2	1.1	14
COc1ccccc1OCCNS(=O)(=O)c1ccc2oc3ccccc3c2c1	-22	0.0	0.5	66	10	-16	-14	0.3	-9
C=CCn1c(=NC(=O)CN2C(=O)CCC2=O)sc2cccc(OC)c21	-4	-2.3	-0.1	-1	3	-18	-4	1.4	-6
O=C(O)c1nccnc1C(=O)NCCc1c[nH]c2ccccc12	-21	-0.2	0.3	13	-1	-1	1	0.7	15
COc1cccc2cc(C(=O)c3ccc([N+](=O)[O-])cc3)oc12	-2	-1.0	0.5	-4	1	-12	-4	-2.0	16
The list continues.
SMILES	NPY1 pot ag	S1P4 ag	TRPML3 ag	CHOP inhibitor	NPY-Y1 antag	S1P4 antagonist	NPY2 pot ag	TRPN1 ag	EP2 mod
Fc1ccccc1OCCSc1ncnc2nc[nH]c12	23	0.7	0.7	3	8	-12	4	0.6	-14
CCOC(=O)CCC(=O)NCc1ccc2[nH]c(C)cc2c1	18	-3.4	0.2	23	-4	-16	1	0.1	25
CC(=O)Oc1cccc(N2C(=O)CC(Nc3ccc(N4CCOCC4)cc3)C2=O)c1 (stereo not given)	-9	1.1	0.3	8	1	-6	-20	0.2	-9
CC(CN1CCOCC1)OC(=O)c1cccs1 (stereo not given)	2	0.3	0.1	-12	-4	3	1	-0.4	13
CSc1nc2ccccc2nc1N(C)S(=O)(=O)c1ccc(C)cc1	-17	-0.8	21*	9	x	-4	-38	-2.9	16
Cc1nn(-c2nnc(C)c(=O)[nH]2)c(C)c1SCC(=O)Nc1ccc(F)cc1	3	-1.5	0.6	3	-7	-32	6	0.2	9
Cc1cc(N)n(-c2ccc(Oc3ccccc3)c(S(=O)(=O)O)c2)n1	14	1.2	-0.3	2	-2	5	-8	-1.0	14
O=C(Nc1ccc(S(=O)(=O)NC2=NCCCCC2)cc1)c1ccccc1Cl	5	0.6	0.4	6	x	-8	-22	0.5	-5
O=C(CN(Cc1ccc2c(c1)OCO2)C(=O)CNS(=O)(=O)c1ccccc1)NCC1CCCO1 (stereo not given)	7	1.9	0.4	-12	-6	-3	-12	0.7	10
C=CCn1c(-c2ccc(F)cc2)n[nH]c1=S	7	1.0	0.7	-4	3	4	-2	0.7	40
Cc1ccc(OC(=O)CCC(=O)Nc2ccc(S(=O)(=O)Nc3cc(C)on3)cc2)cc1	-16	0.5	0.6	-12	6	-25	-3	3.3	2
Cc1ccc(C(=O)N/N=C\C=C\c2ccc(Br)cc2)cn1	-4	1.7	1.3	1	-1	-11	-1	0.5	-15
CCOC(=O)c1sc2nc(NC(=O)C3CC3)sc2c1C	2	-0.8	0.4	99*	2	-12	12	1.4	24
COC(=O)CNC(=O)C1(C)C=CCN1C(=O)c1ccccc1 (stereo not given)	11	-0.2	0.6	6	3	9	6	1.6	-14
O=C(CSc1nnnn1-c1ccccc1)N1CCCc2ccccc21	8	-5.5	-1.2	21	2	7	8	-0.8	-42
CCOc1ccc(NC(=S)NC2CC3CCC(C2)N3Cc2ccco2)cc1 (stereo not given)	-24	-0.3	-0.2	12	-5	9	-2	-0.5	-34
CCOC(=O)/C(C#N)=N\Nc1ccc(S(=O)(=O)Nc2nc(C)cc(C)n2)cc1	1	2.5	0.7	15	-2	-3	4	0.2	26
